# Bioassay records: PubChem, several laboratories
# GC-B act: GC-B (human) receptor activation; P20594; HEK293-GC-B cells, CNP EC30, cGMP TR-FRET; 0% at EC30 CNP, 100% saturating CNP; activation, % at 10 µM; 370,000 tested, 0.11% active;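 active = activation at 10 µM reaching about 35% in either raw or pattern-adjusted values, limit read from the data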
# PG9 binder: binds the HIV-1 gp120 antibody PG9; TR-FRET gp120-PG9 antibody binding; inhibition, % at 6.7 µM; 360,000 tested, 0.43% active; AID 624416; in the data active = inhibition above about 8.5%
# ASAP1 inh: ASAP1 ArfGAP inhibition; ASAP1-stimulated ARF1 GTP hydrolysis, GDP FP detection; inhibition, % at 16.5 µM; Q9ULH1; 360,000 tested, 0.19% active; in the data active = inhibition above about 25%;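 note: 0% = vehicle with enzyme and substrate and 100% = no enzyme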
# ABHD4 inh: inhibitors of mouse ABHD4. Q8VD66. purified mABHD4, FP-Rh probe fluorescence polarization. inhibition, % at 8.92 µM. 370,000 tested, 0.54% active. AID 720543;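 active = inhibition exceeding the mean over every tested compound plus 3 SD, cut at about 30% in these data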;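 note: 0% = plate median of compound wells and 100% = S159A mutant with DMSO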
# Target sequence (Q8VD66 whole entry, looked up): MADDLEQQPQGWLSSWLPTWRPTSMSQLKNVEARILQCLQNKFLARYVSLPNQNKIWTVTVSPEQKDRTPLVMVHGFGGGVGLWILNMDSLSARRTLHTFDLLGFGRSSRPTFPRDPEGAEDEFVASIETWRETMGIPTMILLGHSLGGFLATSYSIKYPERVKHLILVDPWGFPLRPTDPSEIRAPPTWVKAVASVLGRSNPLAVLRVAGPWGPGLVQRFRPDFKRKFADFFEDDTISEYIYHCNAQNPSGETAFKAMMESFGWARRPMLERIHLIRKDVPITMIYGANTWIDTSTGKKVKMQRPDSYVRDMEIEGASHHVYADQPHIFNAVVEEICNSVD
#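 system = mouse ABHD4 enzyme, wild type | medium = HEPES pH 7.0, NaCl, Pluronic buffer | also added = FP-Rh probe | incubation = Enzyme–compound pre-incubation 45 min, then probe 60 min, both 25 °C | technique = fluorescence polarization, excitation 525 nm, emission 598 nm, BODIPY TMR filters | controls = S159A mutant high control, sample median low control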
# ARFGAP1 inh: inhibits rat ARF GTPase activating protein 1. Q62848. Arfgap1-stimulated ARF1 GTP hydrolysis, GDP FP detection. inhibition, % at 16.5 µM. 360,000 tested, 0.26% active;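 active = inhibition above a per-plate limit, mean inhibition of low control wells plus 3 SD, cut at about 25% in these data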;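 note: 0% = DMSO wells with enzyme and 100% = wells lacking Arfgap1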
# Target sequence (Q62848 1-136 limits assumed): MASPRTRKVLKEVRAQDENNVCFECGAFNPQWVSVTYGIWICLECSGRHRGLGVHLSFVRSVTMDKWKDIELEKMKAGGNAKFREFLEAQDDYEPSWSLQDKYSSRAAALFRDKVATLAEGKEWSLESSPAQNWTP
#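 material = rat Arfgap1 catalytic domain, aa 1-136 | also added = human ARF1(Δ1-17)-GTP substrate | compound dosing = one concentration, 16.5 µM, DMSO 1.26% | times = GTP hydrolysis reaction 2 h at 25 °C | measured by = FP, GDP Alexa 633 tracer displaced from anti-GDP antibody, 620/688 nm | evaluation = percent inhibition of Arfgap1-stimulated GTP hydrolysis | replication = single well per compound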
# rCAG binder: binds r(CAG) RNA repeats. 370,000 tested, 1.3% active. inhibition, % at 3 µM. r(CAG) RNA repeat, TO-PRO-1 dye displacement fluorescence;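 active = inhibition above the plate cutoff, the mean of all test compounds on that plate plus 3 SD, cut at about 35% in these data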;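 note: 0% = DMSO alone and 100% = 100 µM mitoxantrone as full dye displacement; higher means more dye released from RNA so lower well fluorescence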
# NR1D1 modulator: modulates human Rev-erb alpha binding to DNA; activity, % at 10 µM; 370,000 tested, 0.79% active; Rev-erbα–FITC-DNA binding, fluorescence polarization, 90 min;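 active = activity above about 14%, limit read from the data; passing the limit was not always enough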;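 note: 0% = DMSO wells with 35 nM protein and 100% = DMSO wells with 750 nM protein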
# NPR1 activator: GC-A (human) enzyme activation. activation, % at 10 µM. HEK293 GC-A cells, cGMP TR-FRET, EC30 ANP; 0% at EC30 ANP, 100% saturating ANP. AID 1671463. P16066. 370,000 tested, 0.14% active; in the data active = activation above about 40%
# HTRA1 inhibitor: inhibitors of human serine peptidase HTRA1. inhibition, % at 5.96 µM. recombinant HTRA1, FP-rhodamine activity-based probe, fluorescence polarization. Q92743. 340,000 tested, 0.5% active; in the data active = inhibition above about 36%;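 note: 0% = enzyme with DMSO and 100% = wells lacking enzyme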
# Target sequence (Q92743 whole entry, looked up): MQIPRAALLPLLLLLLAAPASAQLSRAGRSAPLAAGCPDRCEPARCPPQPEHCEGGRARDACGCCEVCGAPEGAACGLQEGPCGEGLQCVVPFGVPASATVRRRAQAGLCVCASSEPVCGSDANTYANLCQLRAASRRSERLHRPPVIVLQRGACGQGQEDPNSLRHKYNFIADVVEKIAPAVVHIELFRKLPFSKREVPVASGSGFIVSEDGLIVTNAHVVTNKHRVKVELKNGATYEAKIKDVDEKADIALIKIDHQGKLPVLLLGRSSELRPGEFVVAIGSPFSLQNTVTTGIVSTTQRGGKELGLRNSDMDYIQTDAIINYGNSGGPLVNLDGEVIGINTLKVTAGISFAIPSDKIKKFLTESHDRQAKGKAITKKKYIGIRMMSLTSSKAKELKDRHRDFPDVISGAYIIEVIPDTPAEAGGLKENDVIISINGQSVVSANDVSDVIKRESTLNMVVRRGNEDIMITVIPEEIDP
# SMARCA2 act: SMARCA2 function activation, primary screen; MG213 cells, MMTV-luciferase reporter, dexamethasone, overnight; activation, % at 9.1 µM; 370,000 tested, 1% active; AID 652017; in the data active = activation above about 7.8%;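 note: 0% = vehicle wells and 100% = reference activator wells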
# Starred values were filed as active, the others as inactive; · = no result given; & = joins results of further samples.
SMILES,GC-B act,PG9 binder,ASAP1 inh,ABHD4 inh,ARFGAP1 inh,rCAG binder,NR1D1 modulator,NPR1 activator,HTRA1 inhibitor,SMARCA2 act
COc1cc(NC(=O)c2ccc(C)cc2C)ccc1NC(=O)c1cccs1,5,-0.7,8,-4,2,-1,-5,0,-1,2
Cc1cc(CN(C)Cc2cn(C)nc2-c2ccc(Oc3ccccc3)cc2)on1,0,-0.3,-6,3,-6,-4,1,6,-6,-3
O=C(CNS(=O)(=O)/C=C/c1ccccc1)OCC(=O)N1CCC(Cc2ccccc2)CC1,4,-2.0,1,-4,3,-5,6,5,-12,-3
O=C(Cn1cnc2cc(Cl)ccc2c1=O)Nc1ccc2c(c1)OCO2,7,1.2,-2,1,1,5,3,4,1,-2
O=C(NCCCc1ccccc1)N1CCOCC1,3,-1.0,-3,-6,-6,-1,6,-5,8,-2
Cc1c(-c2ccccc2)[n+](=O)c(-c2ccc(Cl)cc2)c(C)n1[O-],5,-2.7,-11,1,0,0,-4,3,0,-3
O=C(CSCc1ccc(F)cc1)NCc1cccs1,0,5.7,1,3,12,-2,-3,3,-1,1
COC(=O)c1ccc(C(=O)OC)c(NS(=O)(=O)c2ccc(NC(C)=O)cc2)c1,5,1.9,-2,10,-3,4,-8,-5,-4,-3
Cn1ncc(Br)c1C(=O)N/N=C/c1ccc(OS(=O)(=O)c2ccccc2)cc1,0,-0.6,2,-29,-1,4,0,-3,-15,-7
O=C1c2ccccc2C(=O)N1CCCc1nc(-c2cccnc2)no1,5,0.3,3,-1,-6,-2,-3,-1,-2,-2
Cc1ccccc1C(=O)NC(CC(C)C)C(=O)NCC(C)(C)N1CCOCC1 (configuration not stated),-1,-2.2,1,1,-3,-1,0,-2,-1,-2
CC1(C)SC2c3ccccc3C(=O)N2[C@@H]1C(=O)NCc1ccco1 (some centres not stated),-1,0.6,1,-2,6,4,0,1,-11,0
CN(C)S(=O)(=O)c1cccc(NC(=O)COC(=O)CNC(=O)c2cccc([N+](=O)[O-])c2)c1,1,0.6,9,-7,-2,8,-2,1,-1,-4
Cc1ccc(NS(=O)(=O)c2ccc(C)c(NC(=O)COc3ccc4ccccc4c3)c2)c(C)c1,-4,-1.7,8,-38,-6,19,2,-6,-69,-4
CCOC(=O)c1cccc(N2C(N)=NC(N)=NC2(C)C)c1,-2,0.5,9,4,17,0,0,-3,-2,0
C=CCOn1c(=O)c(-c2cc3ccccc3o2)[n+]([O-])c2ccccc21,-1,1.1,-8,-7,-7,-3,-10,0,-3,7.9*
O=C(Nc1c(-c2ccccc2)nc2ncccn12)c1cc2ccccc2oc1=O,4,-3.3,-3,1,-2,2,-4,12,-1,-4
CC(C)(C)C(=O)c1cn(CC(=O)NCc2ccc3c(c2)OCO3)c2ccccc12,14,0.2,7,2,-12,-3,2,12,-13,-2
Cc1nc2nc(-c3ccc(Cl)cc3)[nH]n2c(=O)c1Cc1ccccc1,-25,0.4,2,-1,-5,3,-4,-7,-9,1
c1ccc2c(c1)Nc1ccncc1S2,-8,-5.8,-3,0,3,2,2,-2,12,4
Cc1ccc(S(=O)(=O)N(C)C)cc1NC(=S)N(CCC#N)Cc1cccnc1,3,0.9,0,1,3,-1,1,-1,-4,-4
O=C(Nc1cc(C(F)(F)F)ccc1Cl)c1ccncc1,1,1.8,1,-1,3,-3,-2,3,-3,-1
CC(=O)Nc1ccc(S(=O)(=O)N2CCN=C2C)cc1,-1,0.5,-3,-6,11,1,-2,1,2,-3
CC1CCCC(NC(=O)COC(=O)c2ccc([N+](=O)[O-])s2)C1C (configuration not stated),-3,-0.9,12,-2,-14,0,0,-2,29,-2
O=C(O)CCC(=O)Nc1ccccc1C(=O)NCCc1ccccc1,0,0.8,-6,-3,9,1,-2,2,2,5
Cc1ccc(Cn2nnc3c(=O)n(CC(=O)NCc4ccco4)cnc32)cc1,7,4.3,12,-15,-15,9,0,0,0,-2
CCCn1cnc2scc(-c3ccc(C)c(C)c3)c2c1=O,10,-0.5,-6,9,3,-6,0,0,-7,-1
O=C(NCCCNC(=O)c1ccc(Cl)cc1Cl)c1ccccn1,4,0.4,5,1,-10,-2,1,-1,0,-3
COc1ccc(S(=O)(=O)N(Cc2cc3ccc(OC)cc3[nH]c2=O)CC2COCCO2)cc1 (configuration not stated),-1,-1.3,-10,3,4,-3,-5,2,1,0
Cc1ccccc1NC(=O)CN1C(=O)N/C(=C\c2ccccc2OCc2ccc(C(=O)O)cc2)C1=O,4,-2.1,10,-28,1,43*,-2,-3,-10,-3
O=C(COC(=O)c1cccc(S(=O)(=O)N2CCOCC2)c1)Nc1ccc(Cl)cn1,-2,-0.6,0,-5,8,0,-3,-2,-2,-3
CCN(CC)c1ccc(C=C(c2nnnn2-c2ccc(C)cc2)c2nnnn2-c2ccc(C)cc2)cc1,2,1.5,-2,6,1,4,-1,5,-9,0
Cc1cc(C)cc(C(=O)OCCN2CCN(C3CN(Cc4cn(Cc5ccc([N+](=O)[O-])cc5)nn4)S(=O)(=O)C3)CC2)c1 (configuration not stated),0,·,·,-8,·,8,2,3,·,-4
O=C(O)/C(=C\c1ccc(Cl)cc1)c1ccc(F)cc1,4,-1.3,8,-1,5,1,0,3,-3,-2
COc1ccc(-c2cc(C(F)(F)F)n3nc(C(=O)N4CCCCC4)cc3n2)cc1OC,7,-1.1,-3,-3,-1,-4,-2,6,0,0
CC(C)C[C@H]1CN(CCCC[C@H]2CNC(=O)C(=O)N2CC2CCCCC2)C(=O)C(=O)N1CC1CCCCC1,1,0.1,-9,-6,6,1,0,2,·,7
COCCn1c(SCC(=O)Nc2cc(C)cc(C)c2)nc2ccccc2c1=O,-3,-0.2,0,-1,-1,-1,5,-4,-4,0
Cc1cccn2c(=O)c3cc(C#N)c(=NC(=O)c4ccccc4)n(Cc4ccco4)c3nc12,-6,0.0,6,3,-10,36*,-1,4,0&-1,-2
CCOC(=O)OC(C)OC(=O)[C@@H]1N2C(=O)[C@@H](NC(=O)[C@H](N)c3ccccc3)[C@H]2SC1(C)C (some centres not stated),2,-2.2,-2,-7,8,-1,3,0,5,-3
COc1ccc(NC(=O)CCSc2ccc3ccccc3n2)cc1,1,-1.9,-5,-9,8,-1,18,-1,-12,2
CN(C(=O)C1CCCN(S(=O)(=O)c2cccc([N+](=O)[O-])c2)C1)C1CCS(=O)(=O)C1 (configuration not stated),8,-2.6,4,2,-1,-2,-6,-2,4,1
CCOc1ccc(S(=O)(=O)NC(Cc2c[nH]c3ccccc23)C(=O)O)cc1 (configuration not stated),1,-2.3,-1,-2,2,4,1,-3,-3,4
CCCOc1ccc(/C(O)=C2/C(=O)C(=O)N(c3cc(C)on3)C2c2ccc(C(=O)OC)cc2)cc1 (configuration not stated),2,1.0,-5,-2,-11,5,0,5,-2,-1
CCC(=O)OCCNc1nc(-c2ccccc2)nc2ccccc12,4,-1.6,1,-2,17,-1,1,3,-24,0
CC#CCN1C=C(C(=O)OCC)C(C)N(Cc2ccc(Br)cc2)S1(=O)=O (configuration not stated),-2,-1.3,11,-7,10,4,1,-2,-14,-2
O=C(O)c1cc(-c2cccs2)nn1-c1ccc(F)cc1,0,1.9,7,3,-4,5,-3,1,-8,-1
O=C(Nc1nccs1)C1CC(=O)N(CCc2ccccc2)C1 (configuration not stated),-4,-1.2,-13,-1,-17,1,-2,3,-6,0
c1cncc(CNc2nc(-c3cccnc3)nc3ccccc23)c1,0,-0.4,5,3,0,4,-1,8,-2,1
COc1ccc(S(=O)(=O)N2CCN(C3CCCCCCC3)CC2)cc1,-1&2,3.9&-2.5,-5&-9,-1&2,-15&7,-5&-8,-3&2,-6&-1,-3,-1&-2
CC(=O)c1c(N2CCCC2)nc(=S)n(-c2ccccc2)c1C,2,-2.1,4,8,8,2,1,1,4,1
CC(=O)c1ccc(NC(=O)C(C)OC(=O)/C=C/c2ccco2)cc1 (configuration not stated),1,0.1,19,-4,-17,21,-9,5,-5,1
C/C(=N\NS(=O)(=O)c1ccc(C)cc1)c1ccc(C)s1,-1,-2.3,6,-2,14,5,-4,-4,3,5
CCCC(=O)Nc1ccc2c(c1)nc1n2CCOC1,1,1.0,-9,-4,11,1,-2,1,-1,-1
COC(=O)c1ccc(NC(=O)COc2ccc(N(C)S(=O)(=O)c3ccc(C)cc3)cc2)cc1,3,-0.8,-2,-3,-3,2,-4,-2,-4,0
Cc1ccsc1CNn1cnnc1SCc1ccccc1F,2,-0.8,7,3,-10,-5,1,2,-7,1

# Structures from the list above containing a thiophene ring, fused or not:
SMILES,GC-B act,PG9 binder,ASAP1 inh,ABHD4 inh,ARFGAP1 inh,rCAG binder,NR1D1 modulator,NPR1 activator,HTRA1 inhibitor,SMARCA2 act
COc1cc(NC(=O)c2ccc(C)cc2C)ccc1NC(=O)c1cccs1,5,-0.7,8,-4,2,-1,-5,0,-1,2
O=C(CSCc1ccc(F)cc1)NCc1cccs1,0,5.7,1,3,12,-2,-3,3,-1,1
CC1CCCC(NC(=O)COC(=O)c2ccc([N+](=O)[O-])s2)C1C (configuration not stated),-3,-0.9,12,-2,-14,0,0,-2,29,-2
CCCn1cnc2scc(-c3ccc(C)c(C)c3)c2c1=O,10,-0.5,-6,9,3,-6,0,0,-7,-1
O=C(O)c1cc(-c2cccs2)nn1-c1ccc(F)cc1,0,1.9,7,3,-4,5,-3,1,-8,-1
C/C(=N\NS(=O)(=O)c1ccc(C)cc1)c1ccc(C)s1,-1,-2.3,6,-2,14,5,-4,-4,3,5
Cc1ccsc1CNn1cnnc1SCc1ccccc1F,2,-0.8,7,3,-10,-5,1,2,-7,1
